Assay outcomes (PubChem BioAssay)
bIAP act – intestinal alkaline phosphatase (bovine) activation; purified bovine IAP, CDP-star luminescence, 30 min; stronger effect = higher value; fold of DMSO-control signal, blank-subtracted; activation factor at 20 µM; 200,000 compounds, 0.17% hits;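 active means activation factor of 2 or more at 20 µM, a signal rise over negative controls twice the positive control's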
TNAP inh hiacc – blocks human TNAP under high phosphate acceptor concentration | P05186 | purified TNAP, CDP-star luminescence, 1 M DEA | inhibition, % at 20 µM | 200,000 compounds, 0.03% hits | AID 1135;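 active means over 50% inhibition of tissue-nonspecific alkaline phosphatase at 20 µM in the single-dose screen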;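 further: plate controls were DMSO wells for no effect and EDTA-quenched wells as full inhibition for full effect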
Target sequence (P05186 whole entry, looked up): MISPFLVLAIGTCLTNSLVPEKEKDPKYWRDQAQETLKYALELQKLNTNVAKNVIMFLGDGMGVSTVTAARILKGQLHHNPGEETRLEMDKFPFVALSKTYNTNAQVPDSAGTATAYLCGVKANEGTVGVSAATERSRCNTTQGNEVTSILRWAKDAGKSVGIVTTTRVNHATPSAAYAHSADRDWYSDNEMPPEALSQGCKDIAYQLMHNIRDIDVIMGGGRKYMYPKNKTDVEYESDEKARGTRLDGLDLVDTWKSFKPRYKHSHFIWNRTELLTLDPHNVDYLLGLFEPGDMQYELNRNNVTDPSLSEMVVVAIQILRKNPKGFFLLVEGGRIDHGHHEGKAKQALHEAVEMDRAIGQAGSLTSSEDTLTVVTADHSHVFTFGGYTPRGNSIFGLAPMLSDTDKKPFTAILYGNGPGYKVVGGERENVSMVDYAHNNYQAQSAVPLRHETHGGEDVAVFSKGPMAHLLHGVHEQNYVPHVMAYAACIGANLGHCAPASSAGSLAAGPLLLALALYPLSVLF
TNAP act hi DEA – TNAP (human) activation, high acceptor; purified TNAP, CDP-star luminescence, 1 M DEA, 30 min; stronger effect = higher value; 0 = EDTA background, 1 = DMSO-only activity; activation factor at 20 µM; 200,000 tested, under 10 active; AID 1136;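 active means activation factor at least 2 at 20 µM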
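system = human TNAP | amount = enzyme diluted 1/800 final | reagent = 100 µM CDP-star substrate | signal = luminescent substrate turnover signal | dosing = one dose, 20 µM | benchmarks = EDTA negative control, DMSO positive control | measure = activation factor | timing = 30 min reaction, room temperature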
APP transl inh – APP translation inhibition | SH-SY5Y APP 5'UTR-luciferase reporter, luminescence | inhibition, % at 2 µM | 190,000 compounds, 0.82% hits | AID 1285;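 active means inhibition above a set limit, derived from the sample mean plus 3 SD, cut at about 45% in these data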; further: values of inactives mirror those of a sister screen read the other way
FLuc inhib CS – inhibits firefly luciferase, flagging false hits in luciferase inhibition screens; inhibition, % at 10 µM; 200,000 compounds, 1.5% hits; P08659; ATPLite firefly luciferase biochemical luminescence, 10 min;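 active means inhibition above about 50% when tested at 10 µM, limit read from the data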
Target sequence (P08659 whole entry, looked up): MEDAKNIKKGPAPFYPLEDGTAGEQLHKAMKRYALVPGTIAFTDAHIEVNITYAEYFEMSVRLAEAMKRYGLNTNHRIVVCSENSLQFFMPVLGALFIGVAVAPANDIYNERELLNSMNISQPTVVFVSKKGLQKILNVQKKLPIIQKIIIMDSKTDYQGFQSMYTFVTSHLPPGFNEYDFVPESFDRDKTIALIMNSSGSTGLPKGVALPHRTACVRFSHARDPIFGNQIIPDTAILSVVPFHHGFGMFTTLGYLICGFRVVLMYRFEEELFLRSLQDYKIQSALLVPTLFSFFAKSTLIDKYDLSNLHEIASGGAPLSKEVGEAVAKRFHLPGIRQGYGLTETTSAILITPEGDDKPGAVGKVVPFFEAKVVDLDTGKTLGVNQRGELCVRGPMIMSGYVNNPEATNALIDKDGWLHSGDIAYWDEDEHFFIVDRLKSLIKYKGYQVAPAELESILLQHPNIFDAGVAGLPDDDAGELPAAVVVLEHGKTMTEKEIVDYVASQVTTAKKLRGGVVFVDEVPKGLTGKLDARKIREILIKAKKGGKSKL
bIAP inh – intestinal alkaline phosphatase (bovine) inhibition; 190,000 tested, under 10 active; inhibition, % at 20 µM; purified bovine IAP, CDP-star luminescence, 30 min;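 active means over 50% inhibition of intestinal alkaline phosphatase at 20 µM in the single-dose screen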
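Assay system: bovine IAP enzyme; medium: DEA buffer 100 mM, pH 9.8, with MgCl2 1.0 mM, ZnCl2 0.02 mM; doses: 20 µM single dose; incubation: enzyme reaction for 30 min at room temperature; detection: CDP-star luminescence signal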
TNAP inh noacc – inhibitors of human TNAP without phosphate acceptor. P05186. purified TNAP, CDP-star luminescence, 30 min. inhibition, % at 20 µM. 200,000 compounds, 0.26% hits. AID 1012;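 active means tissue-nonspecific alkaline phosphatase inhibition above about 50% at 20 µM in the single-dose screen, limit read from the data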;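 further: 0% = DMSO negative control and 100% = EDTA positive control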
RAM network inh – blocks the yeast RAM network | S. cerevisiae dse1pr::URA3 reporter, 5-FOA growth OD615, 2 d; analog-sensitive cbk1-as2 kinase mutant strain | inhibition, % at 50 µM | 190,000 compounds, 1.8% hits | AID 868;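 active means inhibition above a set limit, 3 SD over mean compound inhibition, cut at about 8.4% in these data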;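 further: 0% = DMSO-only wells with no growth and 100% = 10 µM 1-NA-PP1 full growth; inhibition rescues growth on 5-FOA so higher OD means more RAM inhibition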
Lmaj promast – Leishmania major promastigote growth inhibition; Leishmania major promastigotes, resazurin fluorescence viability; inhibition, % at 10 µM; 200,000 compounds, 9% hits; AID 1063; in the data active means inhibition above about 50%;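 further: promastigotes grown with compound for 44 hours at 28 °C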
FLuc act counter – affects firefly luciferase, flagging false hits in luciferase stimulation screens. activation factor at 10 µM. 200,000 tested, under 10 active. ATPlite luciferase biochemical, luminescence, 10 min; 0 = ATP-free wells, 1 = DMSO control. P08659;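 active means luciferase activation factor, scaled between plate controls, of at least 2 with compound at 10 µM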
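Material: Luciferase/luciferin reagent mix | Doses: Test compounds dosed from 2 mM stocks in 100% DMSO | Timing: 10 min incubation after luciferase reagent addition, room temperature | Measured by: Luminescence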
The depositor's hits bear a star.

SMILES	bIAP act	TNAP inh hiacc	TNAP act hi DEA	APP transl inh	FLuc inhib CS	bIAP inh	TNAP inh noacc	RAM network inh	Lmaj promast	FLuc act counter
COCCN(C(=O)Cc1cccs1)c1nnc(-c2ccncc2)s1	0.9	1	1	-16	-5	12	-11	3.3	-3	1
CC(=O)C1=C(O)C(=O)N(Cc2cccnc2)C1c1ccc(Cl)cc1 (stereo not given)	0.9	-2	1	-8	-10	11	-10	0.7	-8	1.1
COc1cc(C(=O)NCCCNc2ccc([N+](=O)[O-])cc2)cc(OC)c1OC	1	8	0.9	2	-2	-1	6	-0.3	77*	1
O=C(CN1C(=O)C2CC=CCC2C1=O)Nc1ccc(-c2nnc3n2CCCCC3)cc1 (stereo not given)	1.1	-6	1.1	9	-9	-9	-1	2.2	-3	1.1
CCn1c(Cc2ccccc2)nnc1SCC(=O)c1cccc([N+](=O)[O-])c1	0.9	-7	1.1	0	-6	7	-8	0.4	4	1.1
Cc1ccc(C2CC(C(F)(F)F)n3nc(C(=O)NCc4c(C)nn(C)c4C)c(Cl)c3N2)cc1 (stereo not given)	1	-11	1.1	-5	-8	-1	-2	0.8	0	1.1
Cc1cc(C)cc(N(C(C)C(=O)N2CCCCC2)S(C)(=O)=O)c1 (stereo not given)	1	-4	1	-38	-7	-4	9	3.3	-9	1.1
COc1ccc(C(=O)Cn2c3ccccc3n3nc(CCC(=O)O)c(=O)nc23)cc1OC	1.1	-9	1.1	-6	-4	-9	-14	5.5	-3	1
CCOc1ccc(-n2cnc3scc(-c4ccc(OC)c(OC)c4)c3c2=O)cc1	1.1	-3	1	8	-7	-6	-5	3.5	-2	1.1
CCN(CC(=O)Nc1ccc(N2CCOCC2)cc1)C(=O)c1ccc(C#N)cc1	1	1	1	-1	6	-2	-13	2.5	-5	0.9
Cc1c(NC(=O)C(C)OC(=O)CCc2ccccc2)c(=O)n(-c2ccccc2)n1C (stereo not given)	1.1	0	1	8	1	-5	-9	0.3	54*	1
CCC(=O)c1ccc(N2CCN(C(=O)c3cc([N+](=O)[O-])ccc3N3CCN(C)CC3)CC2)c(F)c1	1	4	1	0	-2	-2	0	1.1	-4	1
Cc1ccc(NC(=O)C2(N3CCC3=O)CCCCC2)cc1	0.9	-7	1.1	-11	-9	12	-6	-1.6	-5	1.1
CC12CCC(C(=O)NC3CCCC3)(CC1=O)C2(C)C (stereo not given)	1	-6	1.1	20	-3	0	-11	1.2	-2	1
COc1ccc(NS(=O)(=O)c2ccc(NC(=O)Cc3cccs3)cc2)cc1	0.9	-3	1	0	-9	10	-16	3.1	39	1.1
COc1ccc(CC(=S)N2CCOCC2)cc1OC	1	0	1	-3	-7	2	-6	1.6	1	1.1
CCCCNc1nc(-c2ccccc2)cc(C(F)(F)F)c1C(N)=O	0.9	-5	1	-2	-11	10	-5	1.9	25	1.1
COc1ccc(N2C(=O)CC(N3CCN(c4ccc(C(=O)c5cccnc5)cc4)CC3)C2=O)cc1 (stereo not given)	1	-2	1	-11	-1	1	-5	1.3	-6	1
Cc1c(Cl)cccc1NC(=S)Nc1ccccn1	0.8	-4	1	-31	-10	23	-1	5.9	-3	1.1
COC(=O)c1c(NC(=O)COC(=O)Cn2cnc3ccccc32)sc2c1CCCC2	0.9	3	1	-1	-2	9	-66	0.8	1	1
Cc1ccc(S(=O)(=O)N2CCSC2)cc1C	0.8	-6	1.1	8	-6	18	-12	1.1	4	1.1
Cc1ccc(CSC2=NCCN2C(=O)c2ccco2)cc1	0.8	-2	1	9	0	19	-12	3.9	10	1
CC(C)(C)C(=O)Nc1nnc(CC(=O)NCc2ccccc2)s1	1	-3	1	-16	-8	-2	-12	0.1	-5	1.1
CCC(=O)Nc1ccc(C(=O)n2ccc(C)n2)cc1	1	-5	1.1	0	-6	-1	-12	2.4	-5	1.1
Cc1cc(C)nc(NC(=O)NS(=O)(=O)Nc2ccc(Br)cn2)n1	1	0	1	3	-4	-1	3	3.1	1	1
CCOc1ccc(N2C(=O)CN=C2Nc2ccccc2Cl)cc1	1	-7	1.1	7	-9	1	-6	1.6	19	1.1
CC(=O)NC(c1ccco1)c1ccc2cccnc2c1O (stereo not given)	1.6	-3	1	55*	-7	-56	-15	-1.4	98*	1.1
CC(C)(C)NC(=O)CSc1ccc(C(C)(C)C)cc1	0.9	-3	1	15	0	12	-9	-0.8	2	1
Cc1ccc2ncc(NC(=O)c3ccc(F)cc3)c(=O)n2c1	0.9	1	1	-1	0	6	-11	-0.3	0	1
O=C(CSc1nc2ccc(NC(=O)CSc3nnnn3Cc3ccccc3)cc2s1)Nc1ccccc1	1	3	1	2	-4	3	0	1.1	-4	1

Pulled one by one from the list above, 2 records:
SMILES	bIAP act	TNAP inh hiacc	TNAP act hi DEA	APP transl inh	FLuc inhib CS	bIAP inh	TNAP inh noacc	RAM network inh	Lmaj promast	FLuc act counter
Cc1ccc(CSC2=NCCN2C(=O)c2ccco2)cc1	0.8	-2	1	9	0	19	-12	3.9	10	1
CCOc1ccc(N2C(=O)CN=C2Nc2ccccc2Cl)cc1	1	-7	1.1	7	-9	1	-6	1.6	19	1.1

Going on with the list.
SMILES	bIAP act	TNAP inh hiacc	TNAP act hi DEA	APP transl inh	FLuc inhib CS	bIAP inh	TNAP inh noacc	RAM network inh	Lmaj promast	FLuc act counter
Cc1cc(=O)c(C(=O)O)cn1Nc1ccc(Cl)cc1	0.9	-6	1.1	10	-6	11	-5	1.0	-7	1.1
O=C(c1cc2nc(-c3ccc(F)cc3)cc(C(F)(F)F)n2n1)N1CCOCC1	1	-4	1	-16	-3	-2	-8	3.6	-3	1
CC(C)CC(c1nnnn1Cc1ccco1)N1CCN(C2CCCC2)CC1 (stereo not given)	1.1	-5	1.1	-9	-6	-7	-10	-0.4	-6	1.1
Cc1cc(C)cc(-n2nnc(C(=O)NCc3ccccc3)c2N)c1	1	-1	1	6	-1	2	-3	1.8	-5	1
COc1ccccc1NC(=O)c1ccccc1SC	0.9	-1	1	-3	-5	15	-9	1.5	5	1.1
COc1ccccc1NC(=O)C1=C(C)Nc2nnnn2C1c1cccc(Br)c1 (stereo not given)	0.9	0	1	-10	5	8	6	7.4	96*	1
CCCOc1ccc(NC(=O)CC2C(=O)N(Cc3ccccc3)C(=S)N2Cc2cccs2)cc1 (stereo not given)	0.9	-6	1.1	5	-2	14	-12	3.8	65*	1
CCOC(=O)N1CCN(CC(=O)Nc2ccc(Oc3ccccc3)cc2)CC1	1.2	-4	1	6	-7	-17	-11	0.1	97*	1.1
COc1cc(C(=O)ON=C2C=C(C)C(=O)C(C)=C2)cc(OC)c1OC	0.9	7	0.9	15	-5	8	-2	1.5	89*	1
Cc1ccc(CNC(=O)C2CC(=O)N(CCC(C)C)C2)cc1 (stereo not given)	1	-2	1	8	-3	3	-11	1.3	-5	1
CCOC(=O)c1ccc(NC(=O)CCS(=O)(=O)c2ccc(Br)s2)cc1	1	-1	1	4	-6	2	-8	5.8	8	1.1
Cc1ccc(S(=O)(=O)NCCSc2nnnn2-c2ccc(C(N)=O)cc2)cc1	0.7	-2	1	13	-4	28	-13	1.7	25	1
Cc1ccc(NC(=O)c2cc([N+](=O)[O-])ccc2Cl)c(O)c1	1.2	-5	1	0	-9	-17	-3	2.4	15	1.1
O=C(NNC(=S)Nc1ccccc1C(F)(F)F)c1cccnc1	1.5	-5	1.1	-43	-7	-47	-173	1.0	-3	1.1
Cc1ccccc1S(=O)(=O)/N=C(/c1ccccc1)N1CCOCC1	1	-3	1	1	-8	-1	-8	1.1	-1	1.1
COc1ccc(F)cc1S(=O)(=O)NC1CC(C)(C)NC(C)(C)C1	1	-3	1	-11	-2	-3	-7	0.7	-1	1
C#CC(CC)(CC)NC(=O)NC1CCCCC1	0.8	-1	1	-9	-2	16	-5	3.3	5	1
CCOc1ccc(-n2c(=S)sc3c(=O)[nH]c(SCC(=O)N4CCC(C)CC4)nc32)cc1	0.9	6	0.9	4	-2	14	2	7.6	-12	1
COc1cccc(CC(=O)Nc2ccc(S(=O)(=O)Nc3nc(C)cc(C)n3)cc2)c1	1	3	1	-19	0	2	4	0.0	-1	1
Cc1ccc2nc(SCC(=O)Nc3ccc4c(c3)OCCO4)[nH]c2c1	1	-6	1.1	0	1	2	-20	2.8	-2	1

Some values from above.
Cc1ccc(S(=O)(=O)NCCSc2nnnn2-c2ccc(C(N)=O)cc2)cc1 in bIAP act has 0.7
CCCOc1ccc(NC(=O)CC2C(=O)N(Cc3ccccc3)C(=S)N2Cc2cccs2)cc1 (stereo not given) in TNAP inh noacc has -12
Cc1ccc(S(=O)(=O)N2CCSC2)cc1C in TNAP inh noacc has -12

The listing continues.
SMILES	bIAP act	TNAP inh hiacc	TNAP act hi DEA	APP transl inh	FLuc inhib CS	bIAP inh	TNAP inh noacc	RAM network inh	Lmaj promast	FLuc act counter
O=C(Cc1ccc(-n2c(=O)[nH]c3ccsc3c2=O)cc1)N1CCN(c2ccc(Cl)cc2)CC1	1	-4	1	1	-5	-2	-22	8.4*	70*	1
CCC(CC)NC(=O)c1n[nH]c(=O)c2ccccc12	1	-6	1.1	4	-1	1	-12	4.0	-3	1
CCOC(=O)c1nn(-c2ccccc2C)c2nc(-c3ccc(Cl)cc3)c(C#N)c(=O)n12	0.9	-8	1.1	14	-5	12	-14	2.6	-2	1
CS(=O)(=O)N1CCN(C(=O)c2cccnc2)CC1	1	0	1	0	-3	-3	-5	1.1	-2	1
O=C(NCC1COc2ccccc2O1)C1C2C=CC3(CN(Cc4cccs4)C(=O)C13)O2 (stereo not given)	1	-7	1.1	5	-2	2	-13	1.1	-1	1
CCOC(=O)/C(C#N)=C\c1ccc(O)c(OC)c1	0.7	21	0.8	1	-4	25	16	0.0	-6	1
CCN(CC)P(=O)(Nc1ccc(SC(F)F)cc1)c1ccc(N(C)C)cc1NC(=O)c1ccco1 (stereo not given)	1	-7	1.1	-9	5	4	-10	3.9	85*	1
CCCC(=O)NC(=S)Nc1ccc(C(C)=O)cc1	1	2	1	-18	2	1	0	0.6	-7	1
O=c1cc(CN2CCN(CCO)CC2)c2cc3c(cc2o1)CCC3	1	-5	1.1	1	-6	2	-13	-0.2	12	1.1
CCCOC(=O)C1[C@H]2C(=O)N(C(C)c3ccc(OC)cc3)C[C@]23C=C[C@H]1O3 (stereo not given in full)	1	-4	1	-13	-7	1	-11	3.0	-2	1.1
CC(C)(C)C(=O)N1CCC[C@H]1C(O)(c1ccccc1)c1ccccc1	0.9	-6	1.1	3	-2	6	-6	-0.7	18	1
O=C(O)C(Cc1ccccc1)NS(=O)(=O)c1ccc2c(c1)OCCO2 (stereo not given)	1.1	-2	1	-11	-6	-14	-10	0.0	-5	1.1
CC(C)n1cc([C@@H]2C[C@H]3CN(Cc4cccc(Cl)c4)C(=O)[C@]34CCCN24)cn1	1.3	-7	1.1	-16	-1	-34	-9	2.1	-3	1
CCN(C(=O)CSc1nnc(-c2ccc(F)cc2)c2ccccc12)C1CCS(=O)(=O)C1 (stereo not given)	1.1	8	0.9	-14	0	-6	3	4.1	4	1
CC(=O)c1cccc(CN2CCN(C(C)C)C(CCO)C2)c1 (stereo not given)	1	-8	1.1	-7	-1	-3	-6	1.0	0	1
